Bioassay records from PubChem BioAssay.
KB-3-1 tox: KB-3-1 parental cell cytotoxicity; KB-3-1 viability, CellTiter-Glo ATP luminescence, 72 h; Potency, µM (titrated, usually from 46.1 µM), inactives show at the top dose activity change, negative = cytotoxic, most hits filed as cytotoxic; actives 1.4% (n = 400,000); AID 1347075; further: potency means the concentration at half of the fitted maximal effect; on the % scale 0 is the no-effect control and ±100 the full control effect; nearly all actives have a fitted effect of over 60% in size
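Using CellTiter-Glo luminescence, growth of non-resistant KB-3-1 adenocarcinoma cells is assessed 72 h after pin-tool compound addition at 37 °C. Normalized responses across the concentration series yield fitted curves.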
SW480 rerep: inducers of DNA re-replication in SW480 colon cancer cells. SW480 DNA re-replication, Hoechst DNA content imaging, 48 h. Potency, µM (top dose mostly 46.1 µM), for inactives: at the highest dose re-replication activation, hits mostly activators. actives 1.8% (n = 340,000). AID 624297; further: potency means the concentration at half of the fitted maximal effect; % of control where 0% means no effect; nearly all actives have a fitted effect of over 55% in size
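Treated cells incubate 48 hr (37 C, 5% CO2), are stained 40 min with Hoechst, and nuclear fluorescence is enumerated; a rise in nuclei with high DNA signal marks re-replication.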
HT1080 IDH1KD tx: toxicity to HT-1080 IDH1 knockdown cells (counter line); HT-1080 IDH1 knockdown viability, ATP luminescence, 48 h; actives 2% (n = 360,000); Potency, µM (highest dose often 46.1 µM), for inactives: at the top dose activity, negative = toxicity, most hits filed as cytotoxic;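 further: potency means the concentration at half of the fitted maximal effect; 0% = DMSO wells and -100% = cell-free medium wells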
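HT-1080-IDH1KD cells (IDH1 knocked down), 750/well in RPMI with 5% FBS, treated with compound 48 h at 37 degrees C. Viability by CellTiter-Glo luminescence, normalised to DMSO and no-cell wells; concentration-response curves classed.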
ATXN2 expr inh: ATXN2 expression inhibition; HEK-293 ATXN2-luciferase reporter, luminescence, 24 h; Potency, µM (highest dose often 57 µM), for the others: top-dose activity change, negative = inhibition, most hits filed as inhibitors; actives 0.72% (n = 360,000); AID 1745845; further: potency means the concentration at half of the fitted maximal effect; on the % scale 0 is the no-effect control and ±100 the full control effect; nearly all actives have a fitted effect of over 55% in size
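qHTS (up to 57 uM final) was run with 24 h compound exposure of reporter cells at 37 °C. Each well was multiplexed: SteadyGlo luminescence measured ATXN2-luciferase expression after a fluorogenic Gly-Phe-AFC viability readout (25 uM final).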
HT1080NT lethal: kills 2HG-producing HT-1080-NT fibrosarcoma cells; HT-1080-NT fibrosarcoma viability, CellTiter-Glo ATP luminescence, 48 h; Potency, µM (titrated, usually from 46.1 µM), for inactives: at the top dose activity, negative = less viability, actives largely listed as cytotoxic; actives 1.6% (n = 360,000); AID 686970;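 further: NT is the 2HG producing partner of a matched IDH1 knockdown line; potency means the concentration at half of the fitted maximal effect; 0% = DMSO-treated cells and -100% = media-only wells without cells; nearly all actives have a fitted effect of over 55% in size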
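Viability by CellTiter-Glo luminescence after 48 h compound exposure at 37C of HT-1080-NT cells (750/well, RPMI, 5% FBS). % activity scaled between DMSO wells and medium-only wells, then curve-fitted and categorized by curve class.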
MCF10A rerep: induces DNA re-replication in MCF 10a normal breast cells | MCF 10A DNA re-replication, Hoechst nuclear intensity, 48 h | Potency, µM (highest dose often 46.1 µM), inactives show at the highest dose activity, positive = re-replication, usual class: activators | actives 2.9% (n = 350,000); further: potency means the concentration at half of the fitted maximal effect; % of control where 0% means no effect; nearly all actives have a fitted effect of over 50% in size
WRN helicase inh: blocks human WRN helicase | WRN helicase unwinding, fluorescent forked duplex, kinetic | Q14191 | Potency, µM (highest dose often 114 µM), inactives show at the top dose activity change, negative = inhibition, hits mostly inhibitors | actives 0.46% (n = 360,000); further: potency means the concentration at half of the fitted maximal effect; on the % scale 0 is the no-effect control and ±100 the full control effect; nearly all actives have a fitted effect of over 55% in size
Target sequence (Q14191 whole entry, looked up): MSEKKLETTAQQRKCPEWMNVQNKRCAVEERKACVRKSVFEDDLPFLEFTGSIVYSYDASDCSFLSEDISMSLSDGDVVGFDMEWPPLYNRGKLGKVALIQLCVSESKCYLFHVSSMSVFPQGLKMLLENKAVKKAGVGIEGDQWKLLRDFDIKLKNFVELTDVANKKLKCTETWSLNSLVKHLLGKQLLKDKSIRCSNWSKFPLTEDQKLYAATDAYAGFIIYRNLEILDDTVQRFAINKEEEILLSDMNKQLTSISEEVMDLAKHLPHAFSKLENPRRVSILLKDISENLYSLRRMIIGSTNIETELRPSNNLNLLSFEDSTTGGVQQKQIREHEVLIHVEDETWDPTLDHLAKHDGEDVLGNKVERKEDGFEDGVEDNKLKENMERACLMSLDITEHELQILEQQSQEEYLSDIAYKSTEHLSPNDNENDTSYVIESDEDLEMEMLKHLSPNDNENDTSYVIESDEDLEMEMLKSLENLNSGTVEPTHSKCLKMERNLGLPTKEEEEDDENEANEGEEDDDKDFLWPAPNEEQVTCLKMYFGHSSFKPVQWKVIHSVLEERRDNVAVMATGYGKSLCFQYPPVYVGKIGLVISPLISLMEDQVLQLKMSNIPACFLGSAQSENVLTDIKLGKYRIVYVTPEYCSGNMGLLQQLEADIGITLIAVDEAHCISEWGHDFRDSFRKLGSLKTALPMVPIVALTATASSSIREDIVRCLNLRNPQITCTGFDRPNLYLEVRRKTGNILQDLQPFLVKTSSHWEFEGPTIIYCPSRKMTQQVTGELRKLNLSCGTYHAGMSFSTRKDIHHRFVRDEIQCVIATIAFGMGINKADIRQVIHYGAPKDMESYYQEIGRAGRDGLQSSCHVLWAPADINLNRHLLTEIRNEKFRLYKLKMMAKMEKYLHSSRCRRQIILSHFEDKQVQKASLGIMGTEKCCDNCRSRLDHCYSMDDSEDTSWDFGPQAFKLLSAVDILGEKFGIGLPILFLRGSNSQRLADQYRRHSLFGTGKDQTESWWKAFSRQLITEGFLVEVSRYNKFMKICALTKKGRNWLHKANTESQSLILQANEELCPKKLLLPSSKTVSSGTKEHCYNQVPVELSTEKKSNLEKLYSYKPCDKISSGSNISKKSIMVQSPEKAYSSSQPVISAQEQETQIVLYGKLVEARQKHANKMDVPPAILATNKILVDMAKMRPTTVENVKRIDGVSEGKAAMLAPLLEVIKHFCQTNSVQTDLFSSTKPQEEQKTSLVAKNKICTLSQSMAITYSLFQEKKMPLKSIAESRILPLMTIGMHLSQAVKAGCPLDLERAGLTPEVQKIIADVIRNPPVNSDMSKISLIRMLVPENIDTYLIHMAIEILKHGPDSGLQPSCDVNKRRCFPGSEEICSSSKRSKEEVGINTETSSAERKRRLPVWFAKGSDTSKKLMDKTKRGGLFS
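Kinetic fluorescence helicase assay: unwinding of a quenched forked DNA duplex (100 nM final) with 2 mM ATP final raises red fluorescence (525/598 nm). Compounds sat 15 min at room temperature with 20 nM WRN beforehand.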
IL1B secr inh: inflammasome signaling inhibition, IL-1 beta readout. THP-1 LPS/ATP IL-1B secretion, AlphaLISA, 16 h; hits give low values. activity change, % at 57.5 µM. actives 4.7% (n = 360,000); in the data active means activity change below about -50%; inconclusive means mostly about -30% to -49%; further: on the % scale 0 is the no-effect control and ±100 the full control effect
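THP-1 cells pretreated 1 hr with compounds (up to 57.5 uM final), then stimulated with LPS (250 ng/mL final) plus ATP (1.25 mM final); secreted IL-1B measured by AlphaLISA after 16 hr, decreased signal indicating inhibition.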
KB-V1 MDR tox: KB-V1 MDR subline cytotoxicity; Potency, µM (highest dose often 46.1 µM), inactives show top-dose activity change, negative = cytotoxicity, usual class: cytotoxic; AID 1347076; actives 3.4% (n = 400,000); KB-V1 MDR cells viability, CellTiter-Glo, 72 h; further: potency means the concentration at half of the fitted maximal effect; on the % scale 0 is the no-effect control and ±100 the full control effect; nearly all actives have a fitted effect of over 60% in size
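Cytotoxicity via CellTiter-Glo luminescence after 72 h compound exposure at 37 degrees C. Cells: drug-selected KB-V1 line, DMEM phenol-red free plus 10% FBS. Compounds tested at multiple concentrations; normalized data fitted to concentration-effect curves.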
Numbers without * were called inactive; i = inactive; ? = inconclusive; . = not tested or not shown; & = joins results of further samples; [ ] = dose if it differs, or a comment. Unless noted, the call rests on the fitted dose curve; in most records, active means well fitted curve in the direction sought with a large enough effect; inconclusive means small, poorly fitted or top-dose-only effect, or another doubt; inactive means no such curve, though single readings can be large; an effect the other way counts as inactive or inconclusive.

Compound | HT1080 IDH1KD tx | WRN helicase inh | SW480 rerep | IL1B secr inh | KB-V1 MDR tox | ATXN2 expr inh | KB-3-1 tox | MCF10A rerep | HT1080NT lethal
CCCCCCN1C[C@H](n2cc(COC(=O)c3ccccc3)nn2)[C@@H](O)C[C@@H]1c1ccc(C)cc1 | ? | -9% | . | 25 | ? | ? | ? | . | ?
Cc1cc(C)n(CCN(C)Cc2nc(Cc3ccccc3F)no2)n1 | ? | -17% | -18% | 6 | 0% | -22%[11.3 µM] | 1% | -2% | 13%
CN(C)CCNC(=O)c1cc2c(s1)-c1ccc(Cl)cc1SC2 | ? | 8% | ? | -20 | -8% | . | ? | 21µM* | ?
Cc1ccc(NCc2nnc(SCC(=O)Nc3ncc(C)s3)n2Cc2ccco2)c(C)c1 | ? | -1% | 8% | 28 | -17% | -14% | -26% | 21% | ?
O=C(c1ccoc1)N1CCCC(N2CCN(c3ccc(F)cc3)CC2)C1 (stereo unspecified) | 3% | 5% | -10% | 0 | -4% | -6% | 3% | -8% | 9%
Cc1ccc(C(=O)COC(=O)CNC(=O)c2cccs2)cc1C | 9% | -7% | -6% | -18 | 6% | . | 8% | 1% | 12%
CCN(CC)S(=O)(=O)c1cccc(-n2c(O)c(C=Nc3ccccc3C(=O)O)c3ccccc3c2=O)c1 | ? | -8% | -24% | 8 | 0% | -20% | -14% | -2% | ?
COC(=O)c1cccc(N2C(=O)c3cccnc3C2=O)c1 | 16% | 6% | -2% | 7 | ? | -5% | 7% | 0% | 15%
Cc1cccc2cc(CN(CCN3CCOCC3)C(=O)NCc3ccccc3)c(=O)[nH]c12 | 3% | 4% | -2%[9.22 µM] | -22 | 4% | 1% | 2% | 1% | 11%
CN(C)C(CNC(=O)c1ccco1)c1cccs1 (stereo unspecified) | 10% | -19% | -6% | 5 | -4% | 18% | 14% | 1% | 3%
COc1ccc(C(=O)c2c[nH]c(C(=O)NCc3cccs3)c2)cc1 | 12% | -19% | 1% | -6 | 24% | 6% | -1% | 0% | 0%
Cc1cccc(OCC(=O)NCCNC(=O)c2cccnc2)c1 | -5% | 8% | -8% | 10 | 3% | -5% | -5% | 2% | 0%
Nc1nc2c(ncn2[C@@H]2O[C@H](CNCc3cnc(N4CCOCC4)nc3)[C@@H](O)[C@H]2O)c(=O)[nH]1 | 28% | -8% | . | 7 | 4% | 9% | 0% | . | 26%
COc1ccc(C(C(=O)NC2CCCCC2)N(C(=O)CCl)c2cccc(Cl)c2)cc1 (stereo unspecified) | 1.6µM* | -6% | ? | -110* | 16µM* | 6.3µM* | 18µM* | 21µM* | 9.2µM*
CCOC(=O)C(C)On1c(-c2ccccc2)nc2ccc([N+](=O)[O-])cc21 (stereo unspecified) | -4% | -16% | -3% | -15 | -22% | 39%[activator] | 0% | 6% | -2%
CCOc1ccc2ccccc2c1/C=N/NC(=O)CNC(=O)c1ccccc1F | -5% | 5% | 7% | -30 | -32% | -16% | 10% | 23% | 2%
c1ccc2c(c1)OCC(CNCC1COc3ccccc3O1)O2 (stereo unspecified) | -1% | 3% | -1% | 30 | ? | 14% | 4% | -11% | -7%
O=C(C1CCCN(S(=O)(=O)c2ccc(Br)cc2)C1)N1CCN(Cc2ccccc2)CC1 (stereo unspecified) | -17% | -5% | 6% | -52* | -16% | -25% | ? | 15% | 6%
Cc1ccc([C@H]2C(C(=O)O)=C[C@@H](C(C)(C)C)N2S(=O)(=O)c2ccc(C)cc2)cc1 | -5% | -2% | 12% | 0 | 0% | 3% | 0% | 3% | -2%
Cn1cnnc1SCC(=O)Nc1ccc(OCc2ccccc2)cc1 | 9% | -31% | 0% | -5 | -18% | 12% | 12% | 8% | 11%
C=CCn1c(=O)/c(=C/c2cc(OC)c(OC)c(OC)c2)s/c1=C(/C#N)c1nc2ccccc2n1C | -9% | -9% | 4% | 19 | ? | -34% | -8% | ? | -4%
CCOc1ccc(S(=O)(=O)Nc2ccc(C(=O)N/N=C/c3c(C)nn(-c4ccccc4)c3N3CCCC3)cc2)cc1 | -4% | 0% | -2% | -2 | -9% | -9% | 10% | ? | -11%
CC(C)Cn1c(CCCNC(=O)c2ccc(F)cc2)nc2ccccc21 | -10% | 2% | -11% | 20 | -1% | -10% | 3% | -7% | -15%
O=C(CCNC(=O)c1ccco1)NCc1ccc(F)cc1 | 3% | -3% | 3% | 0 | 0% | . | 4% | 1% | 6%
CCC(=O)Nc1ccc(C(=O)CSc2nnc(CNc3ccc(Cl)cc3)o2)cc1OC | -1% | -5% | -21% | -56* | 15µM* | -10% | -1% | 1% | -24%
C#CCOCCOCCOCCNc1nc(N2CCN(C(=O)[C@H](CCCCN)n3cc(C(N)CC(C)C)nn3)CC2)nc(N2CCN(C(=O)[C@H](CCC(=O)O)n3cc(C(N)[C@H](C)CC)nn3)CC2)n1 (stereo partly specified) | 1% | -12% | -10% | 12 | -2% | 5% | ? | -6% | -2%
Cc1nnc(NC(=O)c2csc3c2CCC(C)C3)s1 (stereo unspecified) | 2% | 1% | -41%[inhibitor] | 2 | -10% | -5% | 1% | -8% | -1%
O=C1CSC(c2ccc([N+](=O)[O-])cc2)N1c1ccc(O)cc1 (stereo unspecified) | -13% | 5% | -5% | -1 | ? | 0% | -7% | -6% | -12%
CCN(CCNC(=O)c1cc(C)nn1-c1ccccc1)c1ccccc1 | 1% | 10% | -11% | 0 | 4% | -2% | -2% | 4% | 1%
CCOC(=O)[C@]12CCCC=C1N(Cc1ccc3c(c1)OCO3)C(=O)[C@H](CC(=O)N1CCN(C(=O)C3CC3)CC1)C2 | 3% | 0% | . | 25 | ? | 9% | 20% | . | 9%
CCCCOC(=O)C1=C(C)Nc2ncnn2C1c1ccc(OC)c(OC)c1OC (stereo unspecified) | 3% | -3% | 2% | 1 | ? | -10% | 1% | 16% | 0%
CCCNC(=O)c1cc(C2CCCCN2C(=O)OC)on1 (stereo unspecified) | 19% | -6% | . | 0 | 6% | 9% | 0% | . | ?
c1csc(-c2nc(-c3ccncc3)no2)c1 | ? | 2% | -6% | -26 | -20% | 37%[activator] | -2% | -4% | -3%
O=C(NCC(c1cccnc1)N1CCN(c2ccccc2)CC1)c1ccco1 (stereo unspecified) | 8% | 2% | 2% | 19 | ? | 2% | -3% | -2% | 6%
O=c1cc(NCCCO)c2ccccc2o1 | 6% | -2% | -18% | 5 | -8% | 2% | 16% | 201%[0.0737 µM] | 5%
Cc1cc(C)n(-c2nc(NC(C)C)nc(NC(C)C)n2)n1 | 0% | 6% | 2.9µM* | -5 | ? | -17% | 14%&0% | 18% | -1%
CC(=O)C1CCC2C3CC=C4CC(SC(=N)N)CCC4(C)C3CCC12C (stereo unspecified) | ? | 37%[activator] | ? | -103* | 23µM* | ? | ? | ? | ?
CC(=O)NCc1ccc(-c2csc(NC(=O)CCc3nc4ccccc4c(=O)[nH]3)n2)s1 | -1% | -29% | -2% | 20 | ? | 7% | 0% | 7% | -2%
C[C@H](NC(=O)NCc1cccs1)C(=O)O | 6% | 9% | -2% | 0 | -14% | 9% | 2% | -1% | 3%
CC(C)CC(=O)N1CCN(S(=O)(=O)c2ccc(Cl)cc2)CC1 | 0% | 4% | -9% | 0 | -21% | ? | 10% | -6% | -1%

Given with values under each structure: two of the compounds above.
Each structure is followed by: HT1080 IDH1KD tx, WRN helicase inh, SW480 rerep, IL1B secr inh, KB-V1 MDR tox, ATXN2 expr inh, KB-3-1 tox, MCF10A rerep, HT1080NT lethal
- O=C1CSC(c2ccc([N+](=O)[O-])cc2)N1c1ccc(O)cc1 (stereo unspecified)
    -13%, 5%, -5%, -1, ?, 0%, -7%, -6%, -12%
- O=C(CCNC(=O)c1ccco1)NCc1ccc(F)cc1
    3%, -3%, 3%, 0, 0%, ., 4%, 1%, 6%

New compounds follow:
Compound | HT1080 IDH1KD tx | WRN helicase inh | SW480 rerep | IL1B secr inh | KB-V1 MDR tox | ATXN2 expr inh | KB-3-1 tox | MCF10A rerep | HT1080NT lethal
O=C(N/C(=C/c1ccccc1)C(=O)N1CCCCC1)c1ccccc1 | -14% | -10% | -22% | i | ? | 8% | 26% | 7% | -13%
O=C(NCc1ccccc1)c1ccco1 | -4% | -10% | 1% | 2 | 0% | -4% | -1% | 2% | 0%
O=c1[nH]c(CSc2ncc(C(F)(F)F)cc2Cl)nc2ccccc12 | -6% | -2% | ? | 6 | -15% | 25% | 4% | ? | -12%
C=CCn1c(=O)c2ccccc2n2c(SCC(=O)NC)nnc12 | 0% | -10% | -18% | 1 | -26% | . | -7% | -13% | 7%
Cc1noc(NS(=O)(=O)c2ccc(NC(=O)/C=C/c3ccccc3)cc2)c1C | 6% | ? | -11% | 27 | 0% | -2% | 17% | 8% | 0%
COC(=O)C1=CN(Cc2ccccc2)C=C(C(=O)OC)C1c1ccc(O)c(OC)c1 | -3% | -10% | 1% | -9 | -3% | . | -6% | 9% | -5%
CCOc1ccc2nc(N3CCCC(C(=O)NCCCN4CCOCC4)C3)sc2c1 (stereo unspecified) | -10% | -13% | 0% | -27 | 9% | 0% | -13% | ? | -12%
COc1ccccc1/C=C1\SC(=S)N(CCC(=O)NNC(=O)c2ccccc2OC)C1=O | -4% | 9% | 0% | 59 | -19% | ? | 28% | 3% | 2%
